Assay outcomes from PubChem BioAssay.
BaF3 parental: reduces parental Ba/F3 cell viability, JAK2V617F counter-screen | inhibition, % at 5.6 µM | CellTiter-Glo ATP luminescence | AID 1486 | hit rate 1.1% among 220,000;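 active = inhibition above a per-campaign cutoff, the mean inhibition of all tested compounds plus 3 SD, cut at about 27% in these data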;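 also: 0% = DMSO wells and 100% = JAK Inhibitor I control wells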
S1P4 antagonist: blocks the human S1P4 receptor | S1P4-expressing cells, antagonist mode, reporter read-out | inhibition, % at 4.98 µM | hit rate 0.26% among 220,000 | AID 1510; in the data active = inhibition above about 29%;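 also: 0% = wells stimulated with agonist and 100% = vehicle wells without agonist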
Ba/F3 V617F tox: lowers viability of Ba/F3 cells expressing EpoR and JAK2V617F | ATP luminescence | AID 1446 | hit rate 1.1% among 220,000 | inhibition, % at 5.6 µM;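 active = inhibition above the campaign mean plus 3 SD over all tested compounds, cut at about 24% in these data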;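 also: cytokine-independent growth of Ba/F3 cells driven by EpoR plus mutant JAK2; 0% = DMSO-treated cells and 100% = JAK inhibitor I control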
PERK inhibitor: blocks human PERK kinase | Q9NZJ5 | CHO PERK-DD fusion, SEAP luminescence translation reporter | inhibition, % at 5.6 µM | hit rate 0.17% among 220,000 | AID 1416;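 active = inhibition above the mean inhibition of all tested compounds plus 3 SD, set separately per screening campaign, cut at about 2.9% in these data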;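 also: PERK kinase domain activated by AP20187 dimerizer at 100 nM; 0% = DMSO with dimerizer and 100% = rapamycin at 8.4 µM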
Target sequence (Q9NZJ5 whole entry, looked up, the tested form may be a part): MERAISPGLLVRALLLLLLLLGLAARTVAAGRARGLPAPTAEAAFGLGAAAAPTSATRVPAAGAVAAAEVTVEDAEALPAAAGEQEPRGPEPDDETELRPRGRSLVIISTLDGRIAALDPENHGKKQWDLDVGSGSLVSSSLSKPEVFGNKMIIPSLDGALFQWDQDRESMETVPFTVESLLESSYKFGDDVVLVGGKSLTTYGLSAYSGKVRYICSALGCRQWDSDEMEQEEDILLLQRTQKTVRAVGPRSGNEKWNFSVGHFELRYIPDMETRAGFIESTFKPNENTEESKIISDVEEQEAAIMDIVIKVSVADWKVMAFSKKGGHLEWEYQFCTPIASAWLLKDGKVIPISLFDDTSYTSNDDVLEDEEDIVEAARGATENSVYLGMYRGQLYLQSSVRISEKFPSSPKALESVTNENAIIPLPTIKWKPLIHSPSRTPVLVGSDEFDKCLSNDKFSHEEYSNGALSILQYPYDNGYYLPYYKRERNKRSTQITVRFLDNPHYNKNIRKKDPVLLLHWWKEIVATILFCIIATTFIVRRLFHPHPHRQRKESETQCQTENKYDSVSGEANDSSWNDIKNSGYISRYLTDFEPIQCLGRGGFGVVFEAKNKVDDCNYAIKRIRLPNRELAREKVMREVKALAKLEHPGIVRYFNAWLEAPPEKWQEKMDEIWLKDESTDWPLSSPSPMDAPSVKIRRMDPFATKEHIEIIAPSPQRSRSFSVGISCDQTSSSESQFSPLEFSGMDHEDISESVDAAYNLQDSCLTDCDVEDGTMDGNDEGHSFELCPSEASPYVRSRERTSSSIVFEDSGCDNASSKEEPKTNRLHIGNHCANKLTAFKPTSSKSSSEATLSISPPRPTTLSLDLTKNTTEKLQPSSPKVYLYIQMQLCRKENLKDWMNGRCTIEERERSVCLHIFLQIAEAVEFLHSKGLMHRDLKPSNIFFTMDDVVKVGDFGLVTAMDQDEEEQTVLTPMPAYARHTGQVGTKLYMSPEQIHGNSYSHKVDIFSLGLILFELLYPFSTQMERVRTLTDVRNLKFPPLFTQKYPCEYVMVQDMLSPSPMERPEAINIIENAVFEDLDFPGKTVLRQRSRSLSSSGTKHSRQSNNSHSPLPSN
S1P4 ag: agonists of human S1P4 receptor; activation, % at 4.98 µM; hit rate 0.35% among 220,000; AID 1509; S1P4-expressing cell line, agonist reporter assay; O95977; in the data active = activation above about 11%;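 also: 0% = DMSO vehicle and 100% = reference agonist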
Wee1 degr inh: inhibitors of human Wee1 degradation. P30291. HeLa Luc-Wee1K328M stability, luciferase luminescence; 100% = proteasome inhibitor MG132 effect. reporter increase, % at 5 µM. hit rate 1.2% among 220,000. AID 1321;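 active = activation above the mean of all tested compounds plus 3 SD, set per screening run, cut at about 8.8% in these data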;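 also: cells exposed to compound for 20 h before luminescence read; 0% = DMSO alone and 100% = MG132 at 30 µM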
eIF4E 4G PPI: blocks eIF4E binding to eIF4G; P63073+Q04637; TR-FRET eIF4E-eIF4GI(517-606) binding, 2 h; inhibition, % at 21.7 µM; hit rate 0.37% among 220,000;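 active = inhibition above about 30%, limit read from the data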;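 also: 0% = full FRET control wells and 100% = background wells lacking eIF4GI fragment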
NPY-Y2 PAM-ag: potentiators or agonists of human neuropeptide Y receptor Y2 | activation, % at 3.6 µM | hit rate 0.45% among 220,000 | cells expressing NPY-Y2, potentiator/agonist read-out | AID 1359; in the data active = activation above about 27%;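 also: cells stimulated with NPY near EC25 plus isoproterenol at EC100; 0% = vehicle plus submaximal agonist and 100% = vehicle plus saturating agonist; some results beyond the cut were filed as inactive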
Mdm2 ligase inh: Mdm2 E3 ligase (human) inhibition; signal enhancement, % at 5 µM; Q00987; cell-based MDM2 ubiquitination luciferase reporter, 2 h; 0 = plate control, 100 = twice control, blank-subtracted; hit rate 0.11% among 210,000;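 active = signal enhancement of 30% or more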;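 also: luminescence tracks abundance of the self-degrading MDM2-luciferase fusion protein; higher signal means inhibition of MDM2 E3 ligase activity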
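System: stable MDM2–luciferase fusion reporter cells / Input: 2000 cells seeded into each well / Schedule: 4 h settle plus 2 h compound, 37 °C / Compound: single-point 5 µM / Buffer or medium: cells held in DMEM / Benchmarks: control and blank well means / Evaluation: percent signal gain over controls, blank-subtracted / Measured by: luciferase luminescence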
Active calls of the source: *; . = no result given; [ ] = remark or other dose.

canonical_smiles | BaF3 parental | S1P4 antagonist | Ba/F3 V617F tox | PERK inhibitor | S1P4 ag | Wee1 degr inh | eIF4E 4G PPI | NPY-Y2 PAM-ag | Mdm2 ligase inh
COc1ccc(C(=O)Nc2sc(C)c(C)c2CN2CC(C)OC(C)C2)cc1 (stereo not drawn) | 5.9 | 1.0 | -2.9 | 0.4 | 0.3 | 0.9 | 6.2[fluorescence artefact?] | -1.3 | -4.3
N#CCSc1nnc(-c2ccc(F)cc2)n1N | 1.4 | -15.2 | 3.2 | 1.2 | -0.3 | -0.6 | -5.2 | -8.7 | -9.6
COc1ccccc1N1CCN(/N=C/c2cccc(O)c2)CC1 | -1.5 | -4.9 | -0.7 | 0.3 | -1.1 | -1.7 | 2.1 | -6.2 | -19.5
O=C(NC1CC1)c1cc2c(s1)-c1ccccc1OC2 | 11.2 | 24.5 | 3.8 | -0.8 | -1.7 | -2.7 | 0.5 | 10.1 | -16.7
O=C(c1ccccc1)n1ccc(-c2cccs2)n1 | 2.7 | 11.8 | -4.8 | 2.7 | -1.2 | 2.0 | -1.3 | 15.0 | -6.5
Cc1ccc(S(=O)(=O)Cc2ccc(C(=O)N3CCN(c4ccc(F)cc4)CC3)o2)cc1 | -0.3 | -58.3 | -1.5 | 0.0 | 0.2 | 1.1 | -0.5 | 1.8 | -2.1
COCCOC(=O)C1=C(C)NC(=O)NC1c1c(OC)ncnc1OC (stereo not drawn) | 0.3 | -22.0 | 0.8 | 0.6 | 1.5 | -1.9 | -0.3 | -17.3 | -17.8
FC(F)(F)C1CC(c2cccs2)Nc2ncnn21 (stereo not drawn) | 5.0 | -0.9 | 0.9 | 0.8 | 1.2 | -3.9 | 3.1 | -0.6 | -7.3
COC(=O)C1=C(C)N(C)C(=O)NC1c1ccsc1 (stereo not drawn) | 0.9 | -16.6 | -0.2 | 1.3 | -0.2 | -3.3 | 0.0 | -6.3 | -0.5
C/C(Cn1nc([N+](=O)[O-])cc1C)=N\NC(=O)c1ccc(C(C)(C)C)cc1 | 1.0 | 10.3 | -2.1 | 1.4 | 3.6 | 2.2 | -7.2[fluorescence artefact?] | -2.9 | -6.7
OC(CCN1CCC2(CC1)OCCO2)C(F)(F)F (stereo not drawn) | 1.2 | -3.5 | 1.2 | 0.4 | -0.3 | -1.0 | -2.9 | 4.9 | -1.7
COc1ccc(/C(N)=N/OC(=O)C2CCC(=O)N2S(=O)(=O)c2ccc(C)cc2)cc1 (stereo not drawn) | 8.0 | -7.9 | 1.9 | -0.4 | 0.1 | 2.8 | -20.9 | 2.8 | -5.9
CC(/C=C/c1ccco1)=N\NC(=O)c1cc(C)[nH]n1 | 0.2 | -12.7 | -0.5 | 0.4 | 1.3 | -0.1 | 3.6 | 0.7 | -14.4
COC(=O)CN1C(=S)N(C)C(=O)/C1=C/c1cccs1 | 8.9 | 3.8 | 4.0 | 0.2 | -1.0 | -0.1 | -1.6 | -7.5 | -15.1
CCN(Cc1ccccc1)C(=O)C1CCN(CC2CC=CCC2)CC1 (stereo not drawn) | 6.9 | -14.5 | 2.8 | -0.5 | 1.4 | -0.6 | -2.9 | -1.8 | -13.3
Cc1cccc2cc(CN(CC3CCCO3)C(=O)c3cnccn3)c(=O)[nH]c12 (stereo not drawn) | 6.2 | -27.4 | -1.7 | 0.4 | -0.6 | -1.7 | -14.2 | 7.3 | -1.1
CCOC(=O)CSc1nc2ccccc2c(=O)n1CC1CCCO1 (stereo not drawn) | 2.9 | -4.5 | -1.8 | -0.9 | -1.4 | 4.2 | -1.1[fluorescence artefact?] | 10.6 | -18.5
O=C(Nc1ccc2nn(-c3ccccc3)nc2c1)c1ccc2c(c1)OCO2 | -0.6 | -17.6 | -3.4 | 2.1 | -0.1 | -0.9 | -1.6[fluorescence artefact?] | 2.2 | -9.5
CCCCNC(=O)CSc1nnc(-c2c[nH]c3ccccc23)n1CC1CCCO1 (stereo not drawn) | 4.9 | -8.7 | -1.0 | 0.4 | -0.4 | 0.5 | 6.5 | -1.4 | -9.5
O=C(c1ccccc1NS(=O)(=O)c1cccs1)N1CCOCC1 | 4.4 | 9.2 | -1.8 | 0.6 | -0.6 | -0.8 | 0.4 | 14.3 | -9.9
COc1nc(N(C#N)CC(N)=O)nc(N2CCCC2)n1 | 2.8 | 3.9 | -3.8 | -0.7 | 1.4 | -1.1 | -8.0[fluorescence artefact?] | 2.2 | -12.1
CCC(=O)Nc1c(-c2ccc(OC)cc2)c(=O)c2ccccc2n1C | -3.0 | 5.4 | 0.9 | 0.9 | -0.3 | -3.4 | 9.1 | -19.3 | -7.5
CCN1C(=O)C2C(c3cccc(F)c3)NC(CC)(C(=O)OC)C2C1=O (stereo not drawn) | 9.3 | -4.8 | 2.0 | -1.0 | 0.2 | 2.1 | 0.4[fluorescence artefact?] | -7.0 | .
COc1ccccc1N(CN1CCCC1=O)C(=O)c1ccccc1F | 4.2 | -8.5 | -1.2 | 0.2 | -0.9 | 0.5 | -2.9 | 10.4 | -0.3
Cc1cc(C)nc(N/N=C/c2cc(Br)ccc2O)n1 | -1.0 | -3.2 | 2.3 | 0.8 | -0.1 | 0.9 | 1.3 | -15.3 | -9.8
COc1ccccc1-c1nnc(-c2ccc(N3CCOCC3)cc2)o1 | 6.6 | 0.2 | 4.3 | -1.6 | 0.3 | 14.5* | -0.4 | -7.5 | -6.7
CC(=O)O/N=C/c1c(C)c(C=O)n2ccccc12 | 2.8 | -11.7 | -1.2 | 2.1 | 0.6 | -0.3 | 4.8 | 1.2 | -4.9
C=CCn1c(COc2ccccc2C)nnc1SCC(=O)O | 2.5 | -24.1 | 0.7 | 0.5 | -0.4 | 1.8 | 0.3 | -15.2 | -5.2
Cc1cc(C)c(S(=O)(=O)n2ccc3ccccc32)c(C)c1 | 9.9 | -8.3 | 2.6 | 0.1 | -1.9 | 2.9 | -2.7 | -1.2 | -9.4
Cc1c(C(=N)C(C#N)C#N)c(=N)oc2c1ccc1ccccc12 | 1.4 | -2.4 | -0.7 | 0.7 | 1.2 | -0.9 | 4.0 | -19.6 | -13.7
Cc1cc2nc(C3CCN(C(=S)NCC(C)C)CC3)[nH]c2cc1C | 5.4 | 1.1 | 2.6 | -0.1 | 0.8 | -2.8 | -1.9 | -10.0 | -10.6
Cc1cc(Br)c2c(c1)/C(=C/C(=O)c1cccs1)C(=O)N2 | 4.0 | 35.1* | 0.9 | 0.3 | 0.9 | 2.5 | -7.3 | 10.3 | -14.6
COc1ccc(C(C)=O)cc1CSc1nc2cc(Cl)ccc2o1 | 2.1 | -12.4 | -3.8 | 0.6 | -2.1 | -1.9 | -4.4 | -1.7 | -9.8
CC(=O)N1CCCc2cc(S(=O)(=O)NC(C(=O)NC3CCCCC3)C(C)C)ccc21 (stereo not drawn) | 3.1 | -1.3 | 3.8 | -0.1 | 2.4 | 2.9 | -1.9[fluorescence artefact?] | 0.8 | -9.0
Cc1cc(NC(=O)CSc2nnc(C)n2-c2ccccc2C)no1 | 1.7 | -6.4 | 2.7 | 0.6 | 0.6 | 2.0 | -0.2 | 6.3 | 1.3
COc1cc(NC(=O)C2CCCCN2)ccc1OCC(C)C (stereo not drawn) | 2.5 | 4.2 | -0.2 | 0.8 | 0.7 | 2.8 | 8.1 | 11.2 | -13.3
c1ccc(CCCCNCC2COc3ccccc3O2)cc1 (stereo not drawn) | 6.1 | -21.9 | -0.7 | -0.4 | -0.9 | -1.2 | -1.5 | -18.8 | -5.5
Cc1ccc(Cn2ncc3c(N4CCN(C)CC4)ncnc32)cc1 | 0.0 | -5.5 | -1.1 | 1.3 | 2.0 | 2.5 | 1.1 | 5.5 | 1.7
CN(C1CCCCC1)S(=O)(=O)c1ccc2[nH]c(=O)oc2c1 | 1.4 | -9.5 | 2.8 | 1.3 | 1.1 | 2.3 | 0.7 | -0.2 | -9.9
COc1ccc(CCNC(=O)c2cc(C(C)C)on2)cc1OC | 4.2 | -9.8 | 6.4 | -1.0 | 1.1 | -1.2 | -0.9 | -0.5 | -17.9
CC(C)(C)C1CCc2c(sc3c2C(=O)NC(c2ccco2)N3)C1 (stereo not drawn) | 0.1 | -11.3 | 0.2 | -0.1 | 1.1 | -2.9 | 2.4 | -14.8 | 2.4
CCOc1ccc2nc(SCC(=O)NCc3ccc4c(c3)OCO4)[nH]c2c1 | -0.8 | -10.3 | 1.0 | 0.3 | 0.5 | -0.8 | -15.0 | -30.8 | 4.8
CC1(C)Cc2c(sc3c2c2ncnn2c2nnc(SCC(=O)NCc4ccco4)n32)CO1 | 0.6 | 2.7 | -2.8 | 1.3 | 0.8 | 2.5 | -8.1 | 8.7 | -15.4
CCCCCCCCOC(=O)CCc1c(C)[nH]c(=S)[nH]c1=O | 0.8 | -17.9 | 3.3 | -0.1 | -0.3 | -1.2 | 2.2 | -6.5 | -8.8
OCCNC(=S)Nc1cccc(Cl)c1Cl | -1.4 | -9.7 | -5.7 | -0.4 | 0.2 | -0.2 | -0.9 | -6.5 | -8.6
CC(=O)Nc1sc(/C(C#N)=C/c2ccc(Cl)c(Cl)c2)nc1-c1ccc(C)cc1 | 3.1 | -6.3 | -0.2 | -0.1 | 1.4 | -0.5 | -4.5 | -8.0 | -15.6
Cc1ccc(OCCNC(=O)c2ccccc2N)cc1 | 2.5 | 1.9 | -0.2 | 1.6 | 0.9 | 1.6 | 2.7[fluorescence artefact?] | -7.6 | -3.5
CCn1c(N)c(C(=O)NCc2ccco2)sc1=S | 5.6 | 0.7 | 1.4 | 0.4 | 1.3 | -2.0 | . | -7.3 | -27.1
Cc1ccc(N(C(=O)Cc2cccs2)C(C(=O)NC2CCCCC2)c2ccccn2)cc1C (stereo not drawn) | 1.8 | 14.2 | 0.2 | -1.0 | -0.7 | 0.9 | 4.0[fluorescence artefact?] | 10.9 | -1.0
O=C(O)CSc1nnc(-c2cccs2)n1-c1ccc(Cl)cc1 | 0.0 | -26.6 | -3.2 | 1.7 | 0.0 | -0.1 | -0.8 | -1.6 | -4.7

Next structures
canonical_smiles | BaF3 parental | S1P4 antagonist | Ba/F3 V617F tox | PERK inhibitor | S1P4 ag | Wee1 degr inh | eIF4E 4G PPI | NPY-Y2 PAM-ag | Mdm2 ligase inh
C/C(=C\C(=O)c1ccccc1)Nc1ccc(O)cc1 | 7.4 | -1.7 | 0.4 | 0.8 | 1.6 | 0.9 | 9.4 | 0.9 | -13.5
O=C(NC(=O)c1ccccc1O)c1ccc(C(F)(F)F)cc1 | 0.8 | 5.1 | -4.3 | 1.9 | -0.4 | 9.1* | -8.4 | 11.2 | -10.2
CCN(CC)CCC(=O)NN | 0.3 | -14.7 | 1.6 | 0.9 | 2.0 | -4.3 | -0.9 | 2.5 | -11.5
CCOC(=O)Cn1nnnc1C(C(C)C)N(Cc1cc2c(C)cc(C)cc2[nH]c1=O)C1CCCC1 (stereo not drawn) | -2.3 | 11.7 | -2.5 | -0.1 | 0.0 | -1.2 | 0.4 | 1.8 | 3.6
CC(O)c1ccc(-n2cnnn2)cc1 (stereo not drawn) | 2.1 | -29.3 | -5.0 | 0.3 | 0.5 | -0.9 | 2.6[fluorescence artefact?] | -1.6 | 2.8
CCOC(=O)c1c(CN2CCOCC2)n(-c2ccccc2)c2cc(Br)c(OC)cc12 | 5.9 | 8.1 | 2.8 | -1.0 | -1.2 | 2.2 | 1.6 | -13.8 | .
